# Compound activity: PubChem, National Center for Advancing Translational Sciences (NCATS)
# 12-LOX inh: blocks human arachidonate 12S-lipoxygenase | Potency, µM (highest dose often 108 µM), for inactives: at the top dose activity change, negative = inhibition, most hits filed as inhibitors | AID 1671190 | purified 12hLO, xylenol orange hydroperoxide absorbance | 580,000 tested, 1.1% active | P18054; also: % is scaled to controls: 0 for no effect and ±100 for the full control effect
#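 Hydroperoxide product was detected by ferrous iron/xylenol orange as the 573 to 405 nm absorbance ratio. Arachidonic acid at 40 uM (final) was turned over for 30 min at room temperature by 150 nM human 12hLO, pH 7.0 Hepes buffer, after 15 min compound preincubation.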
# RXFP1 agonist: activates the human relaxin receptor RXFP1. Q9HBX9. 370,000 tested, 0.3% active. HEK293T-RXFP1 cAMP TR-FRET, 30 min; response scale: percent of porcine relaxin response, buffer zero. Potency, µM (series often up to 57.5 µM), for the others: at the top dose activation, hits mostly activators; also: % is scaled to controls: 0 for no effect and ±100 for the full control effect; nearly all actives have a fitted effect of over 60% in size; many of its hits are not listed in these tables
# Target sequence (Q9HBX9 whole entry, looked up): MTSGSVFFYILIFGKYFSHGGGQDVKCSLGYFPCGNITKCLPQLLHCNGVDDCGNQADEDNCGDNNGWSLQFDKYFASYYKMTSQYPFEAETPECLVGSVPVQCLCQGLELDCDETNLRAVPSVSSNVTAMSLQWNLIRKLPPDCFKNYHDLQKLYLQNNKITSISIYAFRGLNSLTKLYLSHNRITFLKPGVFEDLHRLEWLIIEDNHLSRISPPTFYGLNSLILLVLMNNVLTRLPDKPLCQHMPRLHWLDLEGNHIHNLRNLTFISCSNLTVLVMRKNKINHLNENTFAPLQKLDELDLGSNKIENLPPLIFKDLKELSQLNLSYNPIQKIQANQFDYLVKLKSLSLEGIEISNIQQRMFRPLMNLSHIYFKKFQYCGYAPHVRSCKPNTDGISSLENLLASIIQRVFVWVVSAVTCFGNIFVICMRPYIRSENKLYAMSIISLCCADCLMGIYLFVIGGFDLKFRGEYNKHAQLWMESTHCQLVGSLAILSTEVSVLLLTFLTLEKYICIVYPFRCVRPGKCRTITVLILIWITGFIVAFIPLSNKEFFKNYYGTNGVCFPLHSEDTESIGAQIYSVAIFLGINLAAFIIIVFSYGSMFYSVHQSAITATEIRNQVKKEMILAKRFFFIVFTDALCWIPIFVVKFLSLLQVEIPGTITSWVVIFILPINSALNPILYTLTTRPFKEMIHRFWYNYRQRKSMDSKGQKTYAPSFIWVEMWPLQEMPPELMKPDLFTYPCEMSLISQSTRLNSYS
#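 Agonist response is measured as cAMP accumulation in an RXFP1-transfected HEK293T line under PDE4 inhibition. Values are scaled between buffer-only and 29 nM porcine relaxin, and EC50s come from standard Hill equation fits.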
# RGS4 inh: inhibitors of human regulator of G protein signaling 4; 390,000 tested, 0.039% active; P49798; Potency, µM (highest dose often 114 µM), inactives show top-dose activity change, negative = inhibition, actives largely listed as inhibitors; Transcreener GDP fluorescence polarization, RGS4-accelerated GTP hydrolysis; AID 504845; also: % is scaled to controls: 0 for no effect and ±100 for the full control effect; nearly all actives have a fitted effect of over 75% in size; some results filed as inactive show a strong effect at the top dose
# Target sequence (P49798 whole entry, looked up): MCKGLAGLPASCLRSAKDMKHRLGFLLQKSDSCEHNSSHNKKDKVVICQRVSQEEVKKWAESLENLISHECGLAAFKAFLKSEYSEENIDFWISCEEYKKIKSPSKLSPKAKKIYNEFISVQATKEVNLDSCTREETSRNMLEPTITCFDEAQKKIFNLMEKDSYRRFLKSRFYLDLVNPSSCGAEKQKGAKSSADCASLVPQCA
#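 MLSMR compounds (23 nl, pin-transferred) preincubated 10 min at room temperature with a 500nM (2x) first reagent, then RGS4 at 900nM (2x) plus Transcreener GDP mix added; fluorescence polarization (620/688 nm) read before and after 90 min at 30 °C.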
# Vif-APOBEC3G blk: Vif-A3G binding inhibition. HeLa A3G-eYFP + Vif (tagged APOBEC3G with the HIV-1 protein that degrades it), YFP fluorescence, overnight. Potency, µM (series often up to 46.1 µM), without a hit: top-dose activity, negative = active, hits mostly inhibitors. 410,000 tested, 0.076% active;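 also: % is scaled to controls: 0 for no effect and ±100 for the full control effect; nearly all actives have a fitted effect of over 60% in size; hits raise eYFP signal because A3G escapes Vif-driven loss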
#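 Read-out is eYFP fluorescence (Ex 488/Em 500-530) from Vif-expressing HeLa A3G-eYFP cells; more signal means A3G escaped Vif-mediated degradation. Cells plated overnight, compound pinned in, incubated overnight at 37 deg C.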
# USP1-UAF1 inh: blocks the human USP1/UAF1 deubiquitinase complex; Potency, µM (series often up to 57.1 µM), without a hit: top-dose activity change, negative = inhibition, actives largely listed as inhibitors; recombinant USP1/UAF1, Ub-Rhodamine cleavage fluorescence; 390,000 tested, 0.23% active; AID 743255; O94782; also: % is scaled to controls: 0 for no effect and ±100 for the full control effect; nearly all actives have a fitted effect of over 60% in size; inactives centre near -12
#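 In this screen, compounds sit with the deubiquitinase complex (1nM) for 15 min at room temperature before Ub-Rho is added at 150nM final. Fluorescence rise is then followed for 6 reads every 60 seconds.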
# TrxR1 inh: rat TrxR1 inhibition. 390,000 tested, 1% active. recombinant rTrxR1, NADPH fluorescence consumption, selenite substrate. O89049. Potency, µM (highest dose often 114 µM), inactives show at the top dose activity change, negative = inhibition, most hits filed as inhibitors; also: % is scaled to controls: 0 for no effect and ±100 for the full control effect; nearly all actives have a fitted effect of over 65% in size
#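 Rat TrxR1 (90 nM in the dispensed reagent) was pre-reduced with 400 uM NADPH for 5 min at room temperature, then incubated with compound for 15 min. After 400 uM selenite was added, NADPH fluorescence (Ex 340/Em 450 nm) was followed for 8 min.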
# TrxR1 substrate: is turned over as a substrate by rat TrxR1; AID 588456; Potency, µM (top dose mostly 114 µM), for the others: top-dose activity change, negative = substrate turnover; 390,000 tested, 0.01% active; purified TrxR1 substrate turnover, NADPH consumption readout; also: % is scaled to controls: 0 for no effect and ±100 for the full control effect; nearly all actives have a fitted effect of over 50% in size
#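 Rat TrxR1, dispensed at 90 nM, was prereduced with 400 uM NADPH (final) for 5 min at ~22 deg C, then incubated with compound 15 min before 400 uM selenite. A first-read NADPH fluorescence drop versus no-compound background flagged substrates.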
# Vif-APOBEC3F blk: Vif-A3F binding inhibition. 390,000 tested, 0.2% active. AID 602313. HeLa A3F-eYFP + Vif (tagged APOBEC3F with the HIV-1 protein that degrades it), YFP fluorescence increase. Potency, µM (titrated, usually from 46.1 µM), without a hit: at the top dose activity, negative = active; also: % of control where 0% means no effect; nearly all actives have a fitted effect of over 65% in size
#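 Fluorescence increase (Ex 488/Em 500-530) after overnight compound treatment at 37 deg C flags inhibition of Vif-driven A3F-eYFP loss in stable HeLa A3F-eYFP/Vif cells seeded overnight beforehand.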
# mIDH1 inhibitor: human IDH1 R132H inhibition. Potency, µM (top dose mostly 76.6 µM), without a hit: at the top dose activity change, negative = inhibition, hits mostly inhibitors. AID 602179. 390,000 tested, 0.093% active. O75874. IDH1-R132H enzyme, NADPH consumption, diaphorase/resazurin fluorescence; also: % is scaled to controls: 0 for no effect and ±100 for the full control effect; nearly all actives have a fitted effect of over 65% in size
#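 IDH1-R132H (0.5 ug/mL) preincubated 30 min with compound, then NADPH (0.016 mM) and alpha-KG (2 mM) added; 80 min at RT, pH 7.5. Remaining NADPH coupled via diaphorase/resazurin to fluorescence (540/590 nm); concentration-response curves normalized to no-enzyme control.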
# * = called active by the depositor; u = inconclusive; x = not tested or not shown; [ ] = remark or other dose. Calls follow the shape of the dose curve; as a rule, active = well fitted curve in the direction sought with a large enough effect; inconclusive = small, poorly fitted or top-dose-only effect, or another doubt; inactive = no such curve, though single readings can be large; an effect the other way counts as inactive or inconclusive. Potency is read from the fitted curve at half-maximal effect. This is a subset (hit frequency here may not be typical).
molecule,12-LOX inh,RXFP1 agonist,RGS4 inh,Vif-APOBEC3G blk,USP1-UAF1 inh,TrxR1 inh,TrxR1 substrate,Vif-APOBEC3F blk,mIDH1 inhibitor
Nc1nc(NCc2ccco2)nc(N2CCCCCC2)c1[N+](=O)[O-],u,-0.4%,-33%,-3%,-14%,-13%,-8%,-12%,4%
O=C(CSc1nnc(CCc2ccccc2)n1-c1ccc(Cl)cc1)NCc1ccccc1,-22%,2.9%,-19%,0%,-22%,13%,2%,0%,4%
COc1ccc(S(=O)(=O)Nc2cc3c4c(c2)CC(=O)N4CCC3)cc1,u,1.4%,-7%,-1%,-9%,-1%[57.1 µM],2%[57.1 µM],-10%,-7%
COc1cc2c(cc1OC)C(c1ccccc1O)NCC2 (stereo not given),0%,0.9%,3%,0%,-25%,12%,1%,6%,-4%
C=C(C)CC(Nc1ccc(OC)cc1)c1ccco1 (stereo not given),-3%,-0.9%,-13%,3%,-8%,1%[57.1 µM],3%[57.1 µM],5%,-1%
Cc1nn(Cc2ccccc2)c(C)c1NC(=O)CSc1nc2c(c(C(F)(F)F)n1)CCc1ccccc1-2,-14%,-1.0%,13%,-1%,-14%,16%,4%,-4%,-2%
CCOCCCn1c(SCC(=O)Nc2ccc(CC)cc2)nc2ccccc2c1=O,-1%,0.1%,10%,-1%,-21%,6%[57.1 µM],2%[57.1 µM],15%,12%
C[C@@H]1CN([C@@H](C)CO)C(=O)c2cc(Br)cnc2O[C@H]1CN(C)Cc1ccc(-c2ccccc2)cc1,-21%,x,x,-3%,-22%,x,x,1%,11%
CCC(Sc1nc(-c2ccccc2)[nH]c1S(=O)(=O)c1ccc(C)cc1)C(=O)O (stereo not given),0%,-0.7%,u,-1%,-23%,4%,0%,0%,-15%
COc1cccc(NC(=O)COc2ccccc2C(N)=O)c1,9%,1.5%,-23%,0%,-23%,0%,-3%,x,9%
O=C(CCl)Nc1cccc2ncccc12,-14%,-0.5%,-5%,u,-8%,50µM*,-4%,0%,8%
O=C1c2cnc3nc(SCc4ccc(Cl)cc4)nn3c2CC2c3ccccc3CCN12 (stereo not given),-23%,1.4%,-17%,-3%,-16%,52%[activator],82%[activator],-1%,-3%

# A different layout for some results above:
C[C@@H]1CN([C@@H](C)CO)C(=O)c2cc(Br)cnc2O[C@H]1CN(C)Cc1ccc(-c2ccccc2)cc1
  12-LOX inh = -21% | RXFP1 agonist = x | RGS4 inh = x | Vif-APOBEC3G blk = -3% | USP1-UAF1 inh = -22% | TrxR1 inh = x | TrxR1 substrate = x | Vif-APOBEC3F blk = 1% | mIDH1 inhibitor = 11%
CCC(Sc1nc(-c2ccccc2)[nH]c1S(=O)(=O)c1ccc(C)cc1)C(=O)O (stereo not given)
  12-LOX inh = 0% | RXFP1 agonist = -0.7% | RGS4 inh = u | Vif-APOBEC3G blk = -1% | USP1-UAF1 inh = -23% | TrxR1 inh = 4% | TrxR1 substrate = 0% | Vif-APOBEC3F blk = 0% | mIDH1 inhibitor = -15%
COc1cccc(NC(=O)COc2ccccc2C(N)=O)c1
  12-LOX inh = 9% | RXFP1 agonist = 1.5% | RGS4 inh = -23% | Vif-APOBEC3G blk = 0% | USP1-UAF1 inh = -23% | TrxR1 inh = 0% | TrxR1 substrate = -3% | Vif-APOBEC3F blk = x | mIDH1 inhibitor = 9%

# Other results follow.
molecule,12-LOX inh,RXFP1 agonist,RGS4 inh,Vif-APOBEC3G blk,USP1-UAF1 inh,TrxR1 inh,TrxR1 substrate,Vif-APOBEC3F blk,mIDH1 inhibitor
O=C(CSc1nccn1-c1cccc(Cl)c1)NO,-5%,-0.3%,26%[11.4 µM],1%,-10%,32%,3%,-9%,-11%
CN(C)CCCNC(=O)c1ccccn1,-4%,1.8%,25%,2%,-12%,4%[57.1 µM],5%[57.1 µM],-2%,-3%
CCOC(=O)[C@@H]1CSCCS(=O)(=O)N1Cc1ccccc1Br,14%,x,27%,4%,-9%,11%,-4%,8%,21%
CC1(C)Oc2ccc3ccc(=O)oc3c2-c2cn[nH]c21,166%[activator],1.4%,-19%,-5%,-16%,5%,1%,3%,9%
Cc1cc(OC(=O)c2ccc(S(=O)(=O)N3CCCCC3)cc2)c([N+](=O)[O-])c(=O)[nH]1,-11%,0.3%,-10%,0%,-10%,4%,-3%,6%,-20%
O=C(COC(=O)/C=C/c1cccc([N+](=O)[O-])c1)NCc1ccco1,2%,2.9%,-14%,0%,-21%,-5%,2%,1%,-5%
CCOC(=O)c1cccc(NC(=O)CC2C(=O)N(c3ccc(OC)cc3)C(=O)N2C2CCCC2)c1 (stereo not given),-26%,-0.6%,0%,-4%,-9%,-6%,-10%,4%,15%
C=CCNc1nc(Cl)nc(Nc2ccc(OCC)cc2)n1,u,0.0%,4%,3%,-15%,15%,3%,3%,16%
O=C(Nc1ccccc1O)c1cc(S(=O)(=O)N2CCOCC2)c(Cl)cc1Cl,12%,1.3%,11%,-6%,-10%,27%,13%,-6%,4%
COc1cccc(C(=O)Nc2cccc(-c3ccc(N4CCOCC4)nn3)c2)c1OC,u,-0.4%,-5%,-1%,-7%,4%[57.1 µM],-3%[57.1 µM],4%,1%
COc1cccc(OCc2cc(C(=O)NCc3cnc4ccccn34)no2)c1,0%,0.1%,-35%,-1%,-21%,13%,-2%,-1%,3%
CCC(C)NC(=O)CCc1c(C)nc2c(c(C)nn2-c2ccc(C)cc2)c1C (stereo not given),-28%,-0.7%,10%,x,-12%,11%,17%,x,x
Cc1ccc(F)cc1NC(=O)CSCc1nc2sc(C)c(C)c2c(=O)[nH]1,-4%,1.0%,-25%,0%,0%,-7%,-15%,3%,4%
COc1cccc(-c2nc(CS(=O)(=O)CC(=O)NCCc3ccc(Cl)cc3)c(C)o2)c1,-16%,-0.2%,7%,4%,5%,1%,-7%,9%,-22%
C/C=C/CSc1nc2c(c(=O)[nH]c(=O)n2C)n1C(C)C,-8%,2.4%,-5%,1%,-18%,0%,4%,0%,1%
CC(=O)NC(CCS(C)(=O)=O)C(=O)Nc1cc(Cl)ccc1Cl (stereo not given),5%,-2.1%,5%,5%,-16%,11%[57.1 µM],0%[57.1 µM],-7%,11%
CCCN1Cc2cccc(C(=O)Nc3cccc(C(=O)OCC)c3)c2C1=O,-1%,4.2%,-10%,x,-3%,4%,-1%,x,x
O=C(NCN1CCc2ccccc2C1)c1cnccn1,-1%,-0.3%,8%,-3%,-17%,20µM*,-4%,-10%,-8%
CCC(=O)N1c2ccc(S(=O)(=O)CCC(=O)N3CCN(c4ccc(F)cc4)CC3)cc2CC1C (stereo not given),0%,2.9%,-23%,0%,u,u,-2%,0%,1%
CSc1nnc2n(C)c3c(c(=O)n12)C1(CCCC1)Cc1ccccc1-3,0%,-0.6%,-11%,1%,-9%,9%,12%,-19%,7%
COc1ccc2c(Sc3ccc(C)cc3)c(C(=O)NC(C)C)[nH]c2c1,-24%,-0.1%,7%,-6%,-10%,10%,7%,-5%,-4%
Nc1c(C(=O)NCc2ccc3c(c2)OCO3)c2nc3ccccc3nc2n1CCCN1CCOCC1,-17%,-0.1%,-24%,-8%,u,-15%,28%,-5%,2%
COC(=O)c1ccc(NC(=O)CCN2CCN(CCC(=O)Nc3ccc(C(=O)OC)cc3)CC2)cc1,128%[activator],0.2%,24%,-26%,0%,14%,13%[57.1 µM],-4%,5%
O=c1ccc2ccccc2n1Cc1cccc(F)c1,10%,0.9%,-29%,-16%,-21%,15%,4%,-12%,-2%
COc1cccc(CNc2cccc(C(F)(F)F)c2)c1O,u,-0.7%,1%,-8%,-22%,-14%,-12%,-30%,10%
CC12CCC(=O)N1C(C(=O)NNC(=O)c1cccc(Cl)c1)CS2 (stereo not given),10%,1.8%,-18%,1%,-1%,-11%,-2%,11%,3%
CCOC(=O)c1c(-c2ccc(OC)cc2)oc2cc(Br)c(O)cc12,109%[activator],0.0%,-12%,-7%,-11%,25%,39%[activator],-8%,-8%
Cc1ccc(NC(=O)CSc2nc(N)cc(N)n2)cc1S(=O)(=O)N1CCOCC1,0%,0.0%,16%,-3%,-8%,34%,9%,-18%,5%
CN1CCN(c2nc3ccccn3c(=O)c2/C=C(\C#N)S(=O)(=O)c2ccccc2)CC1,u,8.5%,-2%,3%,0%,-10%,-5%,-4%,0%
O=C(c1cccs1)N(CC1CCCO1)c1nc(-c2ccccc2)cs1 (stereo not given),0%,1.9%,-17%,2%,u,-5%,-6%,5%,8%
O=C(O)c1cccc(-n2c(/C=C/c3ccccc3)nc3ccccc3c2=O)c1,u,6.1%,-12%,u,-21%,6%,-4%,10%,0%
CCCN1C(=O)C(O)(C2CC(=O)CC(C)(C)O2)c2ccccc21 (stereo not given),-6%,1.8%,18%,-11%,-1%,-1%[57.1 µM],8%[57.1 µM],-18%,2%
CCOc1ccccc1N(CC(=O)NCc1ccc(OC)cc1)S(C)(=O)=O,-25%,2.6%,-1%,-1%,-5%,7%[57.1 µM],5%[57.1 µM],-2%,0%
CCn1c(SCC(=O)n2nc(C)cc2C)nnc1-c1ccc2c(c1)OCO2,-10%,-0.4%,19%,-2%,-14%,14%,7%,-11%,3%
O=C(C1CCC1)N(CCc1ccccc1)Cc1nc2ccccc2c(=O)[nH]1,60%[activator],0.2%,-34%,0%,-16%,8%,3%,x,8%
COc1ccc(C(C(=O)NC2CCCC2)N(C(=O)c2ccco2)c2cc3c(cc2C(C)=O)OCO3)cc1OC (stereo not given),0%,-0.3%,11%,1%,0%,28%[57.1 µM],10%[57.1 µM],0%,13%
